Imprint erasure = qHTS Assay for Compounds that Induce Erasure of Genomic Imprints. mouse ES Peg3-LacZ reporter, beta-gal luminescence, 40 h. Potency, µM (top dose mostly 60.7 µM), without a hit: at the highest dose activity change, positive = activation, actives largely listed as activators. 110,000 compounds, 0.02% hits. AID 1948, 2009;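 further: 0% = negative control wells on the plate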
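Imprint erasure is scored as LacZ activity from the silenced maternal Peg3 allele in feeder-free female ES cells cultured 40 h with LIF. Luminescence is normalized to in-plate negative controls and fitted to the Hill equation.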
IkB signaling = IkB Signaling; AID 445, 2006; 110,000 compounds, 0.04% hits; ABC-DLBCL IkBa-CBG/CBR dual luciferase ratio, 4 h; response scale: scaled: untreated 0%, proteasome inhibitor 100%; Potency, µM (highest dose often 57.1 µM), for the others: at the highest dose IkBa stabilization activation; active means well fitted curve in the direction sought with a large enough effect in the signal ratio, not every such curve was filed as active; inconclusive means small, poorly fitted or top-dose-only effect, or a change in a side signal; the % refers to the signal ratio;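 further: the direction sought is a rising ratio; 0% = basal untreated cells and 100% = reference inhibitor full response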
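Curves were fitted separately to fusion (green), unfused (red) and ratio luminescence, then classed by r2, magnitude and activity. Cells: OCI-Ly3, 4 h compound plus doxycycline at 37C; 10 uM MG-132 defined full response.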
p53ts 39C tox = qHTS Screen for Compounds that Selectively Target Cancer Cells with p53 Mutations: Cytotoxicity of p53ts Cells at the Nonpermissive Temperature; 130,000 compounds, 1.5% hits; H1299-p53A138V viability at 39C, ATP luminescence, 24 h; Potency, µM (top dose mostly 46.1 µM), inactives show at the highest dose activity change, negative = cell killing, usual class: cytotoxic; further: nearly all actives have a fitted effect of over 55% in size
p53ts 32C kill = qHTS Screen for Compounds that Selectively Target Cancer Cells with p53 Mutations: Cytotoxicity of p53ts Cells at the Permissive Temperature; H1299-p53A138V at 32C, ATP luminescence viability, 24 h; Potency, µM (highest dose often 46.1 µM), for the others: at the highest dose activity change, negative = cytotoxicity, hits mostly cytotoxic; 130,000 compounds, 0.93% hits;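 further: 0% = DMSO and -100% = full killing by reference compound; nearly all actives have a fitted effect of over 55% in size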
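H1299-p53 A138V cells (temperature-sensitive p53) exposed 24 h to up to 46 uM compound at 32C, where p53 is wild-type in conformation. Viability read as ATP luminescence and normalised to DMSO and 100 uM tamoxifen. AC50 fitted with the Hill equation.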
An asterisk follows results filed as active; ? = inconclusive; . = no result given; [ ] = dose if it differs, or a comment. Unless noted, the call rests on the fitted dose curve; in most records, active means well fitted curve in the direction sought with a large enough effect; inconclusive means small, poorly fitted or top-dose-only effect, or another doubt; inactive means no such curve, though single readings can be large; an effect the other way counts as inactive or inconclusive. Unless noted, on the % scale 0 is the no-effect control and ±100 the full control effect; potency means the concentration at half of the fitted maximal effect.

Structure | Imprint erasure | IkB signaling | p53ts 39C tox | p53ts 32C kill
COc1ccc2nc(NC3=NCCC3)sc2c1 | -52.2%[inhibitor] | 1.1% | ? | ?
CCCn1c(SCC(=O)Nc2cccc(C)n2)nnc1-c1ccco1 | -8.7% | 1.1% | -5.9% | -1.3%
Cc1ccc(NC(=O)CSc2nc3c(c(=O)[nH]2)CCC3)cc1C | -4.8% | 4.3% | -7.0% | -2.1%
CNc1ccnc(-c2cccc(NS(C)(=O)=O)c2)n1 | -3.4% | 0.2%[11.4 µM] | -8.0% | -8.4%
CCOC(=O)CC1=Nc2ccccc2NC(=O)C1 | -1.0% | 2.2% | -3.5% | 5.5%
CC(=O)Oc1ccc2cc(-c3nc4ccccc4n3C)c(=O)oc2c1 | -27.9% | 1.5% | 0.3% | -20.6%
Oc1ccccc1C(=S)N1CCCCCC1 | 19.0% | 0.8% | 5.5% | 4.9%
CC(C)Oc1ccc(C(=O)NCCc2csc(-c3cccc(F)c3)n2)cc1 | -5.5%[10.9 µM] | ? | -20.5% | -6.3%
CCOC(=O)c1c(NC(=O)Nc2ccc(F)cc2)sc(C(=O)N(C)C)c1C | -4.8%[10.9 µM] | -1.4% | 17.2% | 7.1%
CCOC(=O)C(NC(=O)c1ccccc1)(Nc1nnc(C)s1)C(F)(F)F (stereo not drawn) | . | . | -9.7% | -4.5%
CCCCN(C)CCC(=O)Nc1ccc(OC)cc1OC | . | . | -1.4% | 7.1%
O=C(CN1CCN(c2ccccc2F)CC1)Nc1ccccc1F | 16.6% | -0.8% | -23.3% | -8.4%
Cc1cccc(C)c1NC(=O)CN1C(=O)CCSc2ccc(S(=O)(=O)N3CCCC3)cc21 | -14.4%[10.9 µM] | 1.6% | -18.9% | 2.6%
[N-]=[N+]=CC(=O)CCCN1C(=O)c2ccccc2C1=O | 11.7% | -5.5% | -5.8% | 0.1%
CCc1cnc2c(c1SCC(=O)N1CCCCC1)c(=O)n(C)c(=O)n2C | 15.7%[10.9 µM] | -0.6% | -11.5% | 2.8%
O=C(c1ccccc1)c1nc[nH]c1C(=O)Nc1ccccn1 | 12.6% | -2.1% | 2.5% | 1.9%
O=C(CSc1nnc(-c2ccccc2F)o1)OCc1ccccc1 | -36.8%[inhibitor] | -4.0% | 0.3% | -9.0%
Cc1ccc(Nc2cccccc2=O)cc1 | -18.0% | -2.2% | -19.5% | -18.9%
O=C(Nc1cccc2cccc(NC(=O)c3ccco3)c12)c1ccco1 | 1.3% | -0.7% | 0.7% | 2.8%
O=C(Nc1ccccc1-c1nnn(CC(=O)N2CCN(c3ccccc3)CC2)n1)c1cccs1 | -9.3% | 0.9% | -5.4% | -2.3%
COc1ccc(/C=N\NC(=O)c2cc(O)c(O)c(O)c2)cc1CN1CCN(c2ccc(F)cc2)CC1 | . | . | -9.7% | 11.2%
O=C(O)CN1C(=O)C2C3C=CC(C3)C2C1=O (stereo not drawn) | -4.3% | 2.4% | 7.5% | -4.0%
CCCN1C(=O)C(O)(C2CC(=O)CC(C)(C)O2)c2ccccc21 (stereo not drawn) | -31.0%[inhibitor] | 4.1% | 9.2% | 9.3%
O=C(CNCC1CCCO1)N1CCCc2ccccc21 (stereo not drawn) | -8.1% | -0.5% | -8.1% | -2.1%
COc1cc2c(=O)c(S(=O)(=O)c3ccc(C)cc3)cn(Cc3cccc(C)c3)c2cc1OC | -13.6%[10.9 µM] | 0.1% | 3.7% | 25.0%
Cc1nc2ccc(S(=O)(=O)CCC(=O)Nc3ccc(C)c(C)c3)cc2s1 | -11.9%[10.9 µM] | 0.9% | 25.0% | 16.5%
C=C1CCC(C2CC(=O)OC2=O)C(=O)CCC2C1CC2(C)C (stereo not drawn) | -0.3% | . | 0.8% | -1.6%
CCOC(=O)c1cccc(NC(=O)CSc2nc3cccnc3n2C)c1 | -18.1% | ? | -1.3% | -3.0%
COc1ccc(CNC(=O)C2CC(c3cccc(OC)c3)=NO2)cc1 (stereo not drawn) | 7.5% | 3.2% | -21.7% | -17.2%
CSc1ccc(CCNC(=O)c2cc(C)nc3c2c(C)nn3-c2ccccc2)cc1 | -6.5%[10.9 µM] | -2.6% | -12.5% | -5.5%

Compound profiles, from the list above. Values in the order: Imprint erasure	IkB signaling	p53ts 39C tox	p53ts 32C kill
Results for `CNc1ccnc(-c2cccc(NS(C)(=O)=O)c2)n1` : -3.4%	0.2%[11.4 µM]	-8.0%	-8.4%
Results for `C=C1CCC(C2CC(=O)OC2=O)C(=O)CCC2C1CC2(C)C` (stereo not drawn) : -0.3%	.	0.8%	-1.6%

Next entries follow:
Structure | Imprint erasure | IkB signaling | p53ts 39C tox | p53ts 32C kill
COC(=O)c1c(C(=O)OC)c2cc(C(=O)c3ccccc3)ccn2c1Cl | . | . | 22.6% | 9.3%
Cc1ccc2sc(N3CCN(C(=O)C4COc5ccccc5O4)CC3)nc2c1C (stereo not drawn) | -7.7%[10.9 µM] | 8.8% | -0.3% | -2.1%
[O-][N+]1(CC[N+]2([O-])CCCCC2)CCCCC1 | 5.5%[10.9 µM] | 0.2%[11.4 µM] | -5.5%[9.22 µM] | 2.5%[9.22 µM]
COc1ccc(C(=O)O)cc1Nc1nc2ccc(C)cc2n2cnnc12 | 18.5%[10.9 µM] | -0.3% | -1.6% | 3.9%
CCOc1cc(C2c3c(oc4ccccc4c3=O)C(=O)N2Cc2ccc3c(c2)OCO3)ccc1O (stereo not drawn) | -8.4%[10.9 µM] | 7.3% | 17.8% | 2.1%
COCCNC(=O)Nc1ccc2c(c1)N(C)C(=O)CS2 | -11.6% | -0.5% | -6.3% | 0.6%
CCOC(=O)NC(Nc1ccc(C)cn1)(C(F)(F)F)C(F)(F)F | . | . | 6.0% | -0.7%
CCc1ccccc1NC(=O)C(C#N)Cc1cccnc1 (stereo not drawn) | -12.0% | -0.2% | 16.3% | -6.4%
CCOC(=O)N1CCN(S(=O)(=O)c2ccc3c(c2)oc(=O)n3C)CC1 | -3.6% | 26.8% | 10.8% | 9.3%
Cc1cc(O)c(C=O)c2c1C(=O)Oc1c(COC(=O)/C=C/C(=O)O)c(O)c(C(=O)O)c(C)c1O2 | -9.1% | . | 5.6% | 3.8%
CCc1ccc(-n2nc(C)c3c(C)cc(=O)n(CC(=O)N(CC)Cc4ccccc4)c32)cc1 | -10.0%[10.9 µM] | -1.7% | 7.8% | 5.6%
CC1(C)CCCC2=C1CC1C(=O)N(O)C(=O)C1C2 (stereo not drawn) | -6.6% | -0.6% | 6.3% | -1.1%
COc1c(O)cccc1-c1nnn(CCC(=O)OCC(=O)c2ccccc2)n1 | -46.2%[inhibitor] | -3.8% | -0.7% | -1.8%
O=C(CSc1nnc(-c2ccccc2F)n1C1CCCCC1)N1CCCC1 | -14.2% | 2.0% | -2.6% | -1.2%
O=C(CCCOc1ccccc1)Nc1cccc(C(=O)O)c1 | -73.9%[inhibitor] | ? | 4.4% | -6.6%
COc1ccc2c(=O)c3c(=O)n(Cc4ccco4)c(-c4ccccc4)nc3oc2c1 | -10.6% | 0.6% | -2.9% | 19.8%
Cc1c(NC(=O)C(C)OC(=O)COc2cccc3c2OC(C)(C)C3)c(=O)n(-c2ccccc2)n1C (stereo not drawn) | 18.3% | 0.6% | -15.5% | 1.2%
Cc1onc(-c2ccccc2Cl)c1C(=O)NCC(=O)O | 10.4% | 0.2% | 7.6% | -18.8%
CC1Cc2ccccc2N1S(=O)(=O)c1nnc(NC(=O)c2ccccc2)s1 (stereo not drawn) | -3.1%[10.9 µM] | -0.6% | -23.2% | -5.2%
CC(CNC(=O)CCc1cn(Cc2ccccc2Cl)c2ccccc12)c1ccccc1 (stereo not drawn) | -15.1%[10.9 µM] | ? | -6.0% | 18.3%
Cc1oc(-c2ccc(Cl)cc2)nc1Cn1c(=O)cc(C)c2c(C)nn(-c3cccc(F)c3)c21 | 12.2%[10.9 µM] | 1.5% | -8.6% | 6.7%
O=c1c2ccccc2nc2n1CC/C2=C/N1CCN(c2cccc(C(F)(F)F)c2)CC1 | -36.6%[inhibitor] | 2.2% | -16.6% | 3.2%
C=CCNC(=O)NS(=O)(=O)c1ccc(C)cc1 | -6.3% | 2.3% | 0.8% | -4.7%
CCCCn1c(SCc2ccccc2C#N)nc2c(sc3ccccc32)c1=O | -13.5%[10.9 µM] | -0.5% | -5.9% | 8.7%
C/C(=N/NC1=NCCN1)c1cn(C2=NCCN2)nc1C | 10.8%[10.9 µM] | 0.0%[11.4 µM] | 1.4%[9.22 µM] | 3.9%[9.22 µM]
Cc1ccc(C(C)C)c(OCC(O)CN2CCOCC2)c1 (stereo not drawn) | -8.1% | -0.3% | ? | -7.6%
COc1ccc(C2C(=O)N(C3CCCCC3)CC(=O)N2Cc2ccco2)cc1 (stereo not drawn) | -14.7% | -1.5% | 6.0% | 11.2%
Cc1ccc(-c2nc3cnccn3c2Nc2ccc3c(c2)OCO3)o1 | -10.5% | -1.5% | 0.9% | 16.3%
COC(=O)c1cc2sccc2n1CC(=O)Nc1cc(Cl)ccc1OC | 3.4%[10.9 µM] | -1.8% | ? | 5.6%
O=C1C[C@@H](O)[C@@H](O)[C@@H]2[C@H]3C(=O)N(c4ccc(F)cc4F)C(=O)[C@@H]3CC[C@@H]12 | . | . | 19.6%[9.22 µM] | 0.5%[9.22 µM]
Cc1cc(C)n(S(=O)(=O)c2cc(C(=O)O)c(Cl)cc2Cl)n1 | -5.7% | -0.6% | 4.2% | -1.5%
O=C(Nc1ccc(C(F)(F)F)cc1Cl)c1ccc(Cn2cc(Br)cn2)o1 | -7.1% | ? | 2.2% | 8.8%
CC(C)NC(=O)c1cc(-c2ccc(Br)cc2)on1 | -23.9% | ? | -15.3% | -14.6%
Cc1ccc(Nc2cc(-n3nc(C)cc3C)ncn2)c(C)c1 | -6.3% | -0.3% | -6.9% | 6.5%
O=C(CNC(=O)c1ccco1)OCc1cccc(Cl)c1 | 2.6% | -0.6% | 4.0% | -2.6%
Cc1ccccc1NC(=O)Cc1ccccc1 | . | . | -2.2% | -0.8%
CCn1c(SCC(=O)c2ccc([N+](=O)[O-])cc2)nnc1-c1ccc(Cl)cc1 | -9.9%[10.9 µM] | ? | 8.1% | 0.2%
NCCc1nnc(SCc2ccccc2F)o1 | -8.2% | -1.2% | 11.2% | -7.7%
CC(C)(C)NC(=O)CSc1ncnc2c1nnn2Cc1ccccc1Cl | -18.7% | ? | ? | ?
COC(=O)c1c(S(N)(=O)=O)c2ccccc2n1C | -2.5% | -1.7% | -23.0% | -2.0%
O=C(CSc1nc2cc3ccccc3cc2[nH]1)Nc1ccc(F)cc1 | 8.4%[10.9 µM] | ? | -19.9% | -1.2%
C=CCc1ccc(OCCCCCN2CCOCC2)c(OC)c1 | -19.1% | 2.0% | -5.1% | -7.7%
CCC1CN(CC(=O)NCc2cccc(Br)c2)c2ccccc2S1 (stereo not drawn) | -13.7%[10.9 µM] | ? | -26.8% | 2.3%
CCC(=O)N1CCc2cc(S(=O)(=O)NC(C(=O)NCCc3ccc(OC)c(OC)c3)C(C)C)ccc21 (stereo not drawn) | -8.8%[10.9 µM] | 0.2% | 17.9% | 4.3%
O=C(NCc1cccnc1)C1CCN(C(=O)c2ccc(Cl)cc2Cl)CC1 | -20.5% | 0.2% | 11.7% | -2.6%
Cc1cc(=O)oc2c1ccc1oc(/C(=N/O)c3ccccc3)c(C)c12 | -10.5% | ? | 38.6%[activator] | -12.7%
Cc1ccccc1N1CCN(C(=O)C2CCCCC2)CC1 | -25.9% | -0.4% | 6.0% | 3.5%
Cc1ccsc1CN(C(=O)COc1ccc(Cl)cc1)C1CCS(=O)(=O)C1 (stereo not drawn) | 4.0%[10.9 µM] | ? | -7.1% | 6.7%
COc1cccc(NC(CNS(=O)(=O)c2ccc(Cl)cc2)c2ccccc2)c1 (stereo not drawn) | 2.2%[10.9 µM] | 0.1% | 12.6µM* | ?
CS(=O)(=O)Nc1cccc(-c2nc(N3CCNCC3)c3ccccc3n2)c1 | -20.4% | -2.9%[11.4 µM] | -2.2% | -2.5%

Bioassay records (PubChem)
